TSHR antagonist: Antagonists of the Thyroid Stimulating Hormone Receptor: HTS campaign; 0.2% of 330,000 active; TSHR-expressing cells, TSH-stimulated cAMP HTRF, 2 h; stronger effect = lower value; activity change, negative = inhibition, % at 11.5 µM;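 active = activity change below a set negative limit, meaning inhibition stronger than a set level, cut at about -70% in these data; inconclusive = activity change between two set negative limits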; note: % is set by controls: 0 for no effect and ±100 for the full control effect
Target sequence (P16473 whole entry, looked up): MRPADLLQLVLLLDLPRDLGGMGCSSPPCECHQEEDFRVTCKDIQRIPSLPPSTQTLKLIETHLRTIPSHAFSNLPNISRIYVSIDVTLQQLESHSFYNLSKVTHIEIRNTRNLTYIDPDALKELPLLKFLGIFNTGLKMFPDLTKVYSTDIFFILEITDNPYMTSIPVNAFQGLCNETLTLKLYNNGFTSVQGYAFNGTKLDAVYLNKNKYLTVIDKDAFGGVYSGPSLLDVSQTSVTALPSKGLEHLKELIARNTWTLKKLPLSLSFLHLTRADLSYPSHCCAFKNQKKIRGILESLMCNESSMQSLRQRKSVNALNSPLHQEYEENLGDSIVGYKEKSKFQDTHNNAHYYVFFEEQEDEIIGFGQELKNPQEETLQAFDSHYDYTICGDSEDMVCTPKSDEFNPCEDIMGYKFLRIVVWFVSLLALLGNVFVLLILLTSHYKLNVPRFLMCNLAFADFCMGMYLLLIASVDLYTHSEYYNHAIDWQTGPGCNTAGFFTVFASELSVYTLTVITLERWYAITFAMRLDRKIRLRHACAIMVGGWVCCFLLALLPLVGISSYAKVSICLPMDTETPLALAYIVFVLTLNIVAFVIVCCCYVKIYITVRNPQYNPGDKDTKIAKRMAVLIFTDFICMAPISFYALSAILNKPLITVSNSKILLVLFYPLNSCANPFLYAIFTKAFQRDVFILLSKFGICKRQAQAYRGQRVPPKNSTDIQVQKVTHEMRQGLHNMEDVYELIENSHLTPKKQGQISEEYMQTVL
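TSHR-expressing cells, 200/well, pre-treated with compound, then stimulated with EC80 TSH (4nM final) for 2 hours at 37 deg C. cAMP measured by competitive HTRF: anti-cAMP cryptate antibody in lysis buffer plus cAMP-d2, read after 30 minutes at room temperature.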
PTAP TSG101 blk: qHTS Assay for Iinhibitors of HIV-1 Budding by Blocking the Interaction of PTAP/TSG101. Fluorescence polarization, FITC-PTAP peptide / Tsg101 binding. Potency, µM (doses to about 115 µM), without a hit: top-dose activity change, negative = inhibition, usual class: inhibitors. 340,000 tested, under 10 active; active = well fitted inhibition curve with a large enough effect in the main read-out, with a control signal flat, not every such curve was filed as active; inconclusive = small, poorly fitted or top-dose-only effect, or effect the other way, or a change in a side signal; inactive = no such curve, though single readings can be large or run the other way; note: potency is the fitted concentration of half-maximal effect; % of control where 0% means no effect
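Steps: Tsg101 binding domain dispensed (10 uM final), compounds pinned in DMSO, FITC-labeled PTAP-motif peptide added (50 nM final); after 20 min binding at room temperature, polarization measured.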
Mito fusion yeast: qHTS Assay for Small Molecule Inhibitors of Mitochondrial Division or Activators of Mitochondrial Fusion | S. cerevisiae fusion-defective mutant growth rescue, CellTiterGlo 48 h | Potency, µM (top dose mostly 46.1 µM), inactives show at the highest dose growth rescue (activation), actives largely listed as activators | 0.23% of 320,000 active;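 note: potency is the fitted concentration of half-maximal effect; % of control where 0% means no effect; nearly all actives have a fitted effect of over 45% in size; temperature-sensitive fusion mutants such as fzo1-1 at 37 °C on non-fermentable ethanol glycerol medium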
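Growth-rescue viability read-out: after 48 h at the non-permissive 37C in glycerol/ethanol YPEG, yeast mitochondrial fusion mutants are measured by CellTiterGlo luminescence; compounds (23 nl pinned per well) restoring growth score as division inhibitors or fusion activators.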
Eya2 phos inh: qHTS Assay for Inhibitors of the Phosphatase Activity of Eya2 | recombinant Eya2, OMFP fluorescence dephosphorylation (OMFP is methylfluorescein phosphate) | AID 488837, 2010 | 0.006% of 330,000 active | Potency, µM (series often up to 76.9 µM), without a hit: top-dose activity, negative = inhibition, hits mostly inhibitors; note: potency is the fitted concentration of half-maximal effect; % is set by controls: 0 for no effect and ±100 for the full control effect
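Eya2 (0.2 uM) preincubated 10 min at ambient with compound, then OMFP substrate added at 50 uM; 10 min reaction in 50 mM HEPES pH 7.5, 50 mM NaCl, 5 uM MgCl2, 0.05% BSA, 1 mM DTT. Fluorescence read at Ex 485/Em 525 nm.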
Chronic BCR inh: qHTS Assay to Find Inhibitors of Chronic Active B-Cell Receptor Signaling. Potency, µM (series often up to 46.1 µM), for inactives: top-dose ratio change, negative = lower green/red ratio, actives largely listed as inhibitors. ABC-DLBCL IkBa-CBG/CBR reporter, luminescence ratio, 4 h. 0.05% of 340,000 active; active = well fitted inhibition curve with a large enough effect in the signal ratio, with a control signal flat, not every such curve was filed as active; inconclusive = small, poorly fitted or top-dose-only effect, or effect the other way, or a change in a side signal; the % refers to the signal ratio;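 note: potency is the fitted concentration of half-maximal effect; plate controls were basal doxycycline-induced cells for no effect and cells given 10 µM MG132 for full effect; MG132 reads +100%, hits lower the ratio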
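TMD8 human ABC-DLBCL cells with doxycycline-inducible IκBα–green luciferase fusion and unfused red luciferase, in 0.5% FBS medium; compounds up to 46 uM, 4 h at 37C. Green/red luminescence ratio, filter-overlap corrected, fitted to concentration-response curves.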
AT treatment: qHTS Assay for Identifying a Potential Treatment of Ataxia-Telangiectasia. […] A-T fibroblasts, KAP-1 phosphorylation AlphaLISA; neocarzinostatin DNA damage 30 min before lysis. Potency, µM (top dose mostly 57.5 µM), inactives show at the top dose activation, hits mostly activators. 0.19% of 320,000 active. AID 485349, 2010; note: potency is the fitted concentration of half-maximal effect; % of control where 0% means no effect; nearly all actives have a fitted effect of over 45% in size
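ATM-like activity read as KAP-1 phosphorylation via AlphaLISA donor/acceptor antibody pairs after lysis and 6 hr at 25C. Cells were ATM-null patient fibroblasts ([…], hTERT), dosed 60 min, then exposed to the DSB inducer NCS for 30 min.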
a7 integrin act: qHTS for Activators of Integrin-Mediated Alleviation for Muscular Dystrophy. 0.064% of 350,000 active. alpha7betagal myoblasts, beta-gal FDG fluorescence, 48 h. Potency, µM (doses to about 38.3 µM), without a hit: at the top dose activation, usual class: activators;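 note: potency is the fitted concentration of half-maximal effect; 100% = response of the positive control SU9516; nearly all actives have a fitted effect of over 60% in size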
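alpha7betagal+/- myoblasts (passage 13, 250/well) treated 48 h at 37C with compounds at 1:260 dilution of DMSO stock. Lysed, then beta-galactosidase activity read as FDG fluorescence (ex 480/em 540) after 30 min, with pre-read for autofluorescence.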
ELG1 DNA repair: qHTS screen for small molecules that inhibit ELG1-dependent DNA repair in human embryonic kidney (HEK293T) cells expressing luciferase-tagged ELG1; HEK293T ELG1-luciferase reporter, luminescence, 16 h; DNA damage induced by 5-fluorouridine; Potency, µM (series often up to 46.1 µM), without a hit: at the top dose activity change, negative = inhibition, usual class: inhibitors; 2.3% of 330,000 active; AID 504467, 2011; note: potency is the fitted concentration of half-maximal effect; % is set by controls: 0 for no effect and ±100 for the full control effect; nearly all actives have a fitted effect of over 55% in size
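Luminescence from the luciferase reporter, measured 30 min after ONE-Glo reagent at room temperature, was the read-out. Beforehand, 2,000 cells per well were exposed for 16 hr at 37 °C to 5-fluorouridine together with compound or vehicle.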
TCR act: Activators of T cell receptors: qHTS campaign; Potency, µM (doses to about 9.22 µM), without a hit: at the highest dose activation of IL-2 secretion, most hits filed as activators; primary human leukocytes, anti-CD3, IL-2 HTRF, 48 h; 330,000 tested, under 10 active; AID 504894, 2011; note: % of control where 0% means no effect
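Primary human leukocytes receive a-CD3 beads and test compound and are incubated 48 hr. Secreted IL-2 is then assayed by HTRF, measuring 665nm acceptor emission after 320nm excitation of the europium donor.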
Tb PFK inh: qHTS Assay to Find Inhibitors of T. brucei phosphofructokinase | AID 485367, 2010 | T. brucei PFK, ADP-Glo luminescence | 0.17% of 330,000 active | ATP-dependent 6-phosphofructokinase (Trypanosoma brucei brucei), O15648 | Potency, µM (doses to about 57.5 µM), for inactives: at the highest dose activity, negative = inhibition, hits mostly inhibitors;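 note: potency is the fitted concentration of half-maximal effect; 0% = uninhibited 1x PFK enzyme wells and -100% = no-enzyme wells; nearly all actives have a fitted effect of over 60% in size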
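In TEA buffer at pH 8.0 with 5 mM MgCl2, enzyme (1.25 nM) converted F6P (0.5 mM) and ATP (0.1 mM) for 45 min at room temperature. ADP product was read by luciferase luminescence.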
ASM inhibitor: Inhibitors of Secretory Acid Sphingomyelinase (S-ASM): qHTS | Sphingomyelin phosphodiesterase (Homo sapiens), P17405 | Potency, µM (series often up to 57.5 µM), inactives show at the top dose activity change, negative = inhibition, usual class: inhibitors | AID 504937, 2011 | placental ASM, HMU-PC fluorogenic substrate, 60 min | 0.006% of 340,000 active; note: potency is the fitted concentration of half-maximal effect
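Fluorogenic HMU-PC substrate (9 uM final) is turned over by placental ASM in 60 min at 37 C after a 10 min compound preincubation. Reaction ended by alkaline stop (pH 10), with fluorescence read at 386/447 nm.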
An asterisk follows results filed as active; ? = inconclusive; . = no result given; [ ] = another dose, or the depositor's remark. Unless noted, calls come from the whole dose curve; as a rule, active = well fitted curve in the direction sought with a large enough effect; inconclusive = small, poorly fitted or top-dose-only effect, or another doubt; inactive = no such curve, though single readings can be large; an effect the other way counts as inactive or inconclusive.

SMILES	TSHR antagonist	PTAP TSG101 blk	Mito fusion yeast	Eya2 phos inh	Chronic BCR inh	AT treatment	a7 integrin act	ELG1 DNA repair	TCR act	Tb PFK inh	ASM inhibitor
O=S(=O)(NCc1ccccc1Cl)c1ccc(-n2cccn2)cc1	-5	-1%	4%	1%	1%	-3%	16%	-2%	-2%	3%	-1%
CN(C)c1ccc(C(C(=O)NC(C)(C)C)N(C(=O)c2csnn2)C2CC2)cc1 (centres undefined)	22	-2%	10%	-15%	-6%	6%	-5%	7%	5%	1%	1%
NC(N)=NS(=O)(=O)c1ccc(NC(=S)NC(=O)c2ccccc2)cc1	4	-1%	0%	-24%	4%	-9%	-20%	10%	12%	-1%	-1%
Cc1ccc(C)c(Cn2cnc3c(cnn3C(C)(C)C)c2=O)c1	2	-2%	1%	7%	5%	4%	8%	-4%	-3%	7%	-1%
CCSc1nnc(SCC(=O)c2c(N)n(C)c(=O)n(C)c2=O)s1	-7	-17%	1%	6%	-4%	4%	-11%	-17%	-3%	0%	-5%
NC(=O)C1CCN(c2cc(Cl)ccc2[N+](=O)[O-])CC1	18	2%	-4%	6%	-1%	1%	12%	9%	-2%	0%	-6%
Cc1ccc(S(=O)(=O)N(CC(=O)Nc2cccc([N+](=O)[O-])c2)Cc2ccc(Cl)cc2)cc1	-20	0%	21%	-6%	2%	-3%	0%	-7%	-7%[46.1 µM]	0%	-2%
Cc1cc(N2CCOCC2)nc(SCC(=O)OCc2ccccc2)n1	-2	-2%	30%	-6%	-10%	-2%	4%	-10%	5%	-4%	5%
Cn1c(=O)c2c(nc(CN3CCN(C(=O)c4ccco4)CC3)n2Cc2ccccc2)n(C)c1=O	0	-4%	-14%	18%	-7%	2%	25%	-8%	-1%	-5%	5%
c1cn(CCCNc2ncnc3nc[nH]c23)cn1	1	-6%	1%	11%	0%	5%	31%	8%	-4%	2%	2%
COc1ccc(-c2cc(=O)oc3cc(OC(C)C(=O)NCCCn4ccnc4)ccc23)cc1 (centres undefined)	25	-7%	2%	10%	3%	-3%	0%	-22%	13%	-3%	-3%
CN(C)C(=O)CCc1ccc2c3c([nH]c2c1)[C@]1(CCC2CCCC2)[C@@H](C(=O)N2CCOCC2)C[C@H](CC(=O)NCCCn2ccnc2)C(=O)N1CC3	6	1%	.	5%	4%	7%[11.5 µM]	-4%	?	3%[46.1 µM]	0%	1%
Cc1ccc(C(=O)N2N=C(c3cccc(NS(C)(=O)=O)c3)CC2c2cccs2)cc1 (centres undefined)	4	-8%	3%	4%	-8%	-7%	17%	?	3%	-1%	-17%
O=C(COC(=O)c1ccc([N+](=O)[O-])o1)NC1CCS(=O)(=O)C1 (centres undefined)	0	0%	1%	4%	6%	0%	-10%	0%	-2%[46.1 µM]	-4%	2%
O=C(OCC(=O)c1c[nH]c2ccccc12)c1cc2ccccc2cc1O	-29	1%	6%	3%	-2%	-3%	1%	?	4%[46.1 µM]	-4%	-3%
CCCCCC(=O)Nc1cccc(S(=O)(=O)NC2=NCCCCC2)c1	5	2%	-2%	-2%	-3%	5%	-38%	9%	.	3%	3%
CC(=O)Nc1ccc2nc(CN3CCN(CC(C)C)C(CCO)C3)ccc2c1 (centres undefined)	-18	-3%	1%	2%	2%	7%	0%	0%	2%	14%	12%
CSCC[C@H](NC(=O)[C@H](Cc1ccccc1)n1c(=O)[nH]c2ccccc2c1=O)C(=O)NCC1CCC(C(=O)O)CC1 (some centres undefined)	21	2%	3%	14%	-22%	12%	0%	20%	-2%	-5%	10%
CC(C)c1ccc(CNc2ccc(N3CCOCC3)cc2)cc1	-6	-2%	1%	-11%	9%	-3%	-30%	0%	-2%	-2%	-3%
O=C(CCN1CCN(c2ccccc2F)CC1)Nc1cccc(F)c1	17	-2%	-2%	-17%	-1%	-4%	-4%	-3%	1%	-2%	-1%
Cc1cc(SCC(N)=O)nc(SCC(=O)c2ccccc2)n1	9	-14%	-2%	9%	-9%	0%	18%	2%	.	-13%	1%
CN(C(=O)c1c(Cl)cnn1C)C12CC3CC(CC(C3)C1)C2	1	1%	6%	5%	8%	-2%	-12%	-9%	2%[46.1 µM]	6%	2%
Cc1csc(NC(=O)c2ccc(C)c(S(=O)(=O)N3CCOCC3)c2)n1	-2	.	2%	-15%	18%	2%	.	-16%	.	-2%	.
Cc1onc(-c2ccccc2)c1C(=O)Nc1cccc(S(=O)(=O)NC2=NCCC2)c1	8	1%	-2%	-2%	4%	7%	25%	6%	-7%	-3%	-1%
CC(=O)Nc1ccc(S(=O)(=O)NCc2nc(-c3ccc(C)cc3)no2)cc1	4	0%	-1%	-6%	-7%	15%	6%	-7%	7%	3%	-1%

2 of these compounds, set out differently:
The line under a structure holds: TSHR antagonist	PTAP TSG101 blk	Mito fusion yeast	Eya2 phos inh	Chronic BCR inh	AT treatment	a7 integrin act	ELG1 DNA repair	TCR act	Tb PFK inh	ASM inhibitor
CN(C(=O)c1c(Cl)cnn1C)C12CC3CC(CC(C3)C1)C2
  1	1%	6%	5%	8%	-2%	-12%	-9%	2%[46.1 µM]	6%	2%
CC(C)c1ccc(CNc2ccc(N3CCOCC3)cc2)cc1
  -6	-2%	1%	-11%	9%	-3%	-30%	0%	-2%	-2%	-3%

Continuation.
SMILES	TSHR antagonist	PTAP TSG101 blk	Mito fusion yeast	Eya2 phos inh	Chronic BCR inh	AT treatment	a7 integrin act	ELG1 DNA repair	TCR act	Tb PFK inh	ASM inhibitor
COC(=O)CN1C(c2ccc(Cl)cc2)=Nc2ccc(Cl)cc2C1c1ccccc1 (centres undefined)	5	-1%	2%	-9%	?	18%	22%	-4%	1%[46.1 µM]	-3%	-1%
CCOC(CNc1ncnc2sc(-c3ccccc3)cc12)OCC	-2	1%	4%	-18%	0%	1%	-28%	?	-3%	-1%	3%
O=C(O)c1ccc(CNC(=O)c2ccc(S(=O)(=O)N3CCCCC3)cc2)cc1	-5	-3%	0%	-14%	0%	7%	11%	23%	0%	-1%	6%
COc1ccc(OC)c(C(=O)NC(CC(N)=O)c2ccc(NC(C)C)c([N+](=O)[O-])c2)c1 (centres undefined)	-4	-2%	3%	0%	-7%	-5%	-9%	6%	-2%	2%	-1%
COc1nccnc1NS(=O)(=O)c1ccc(NCc2cc(Br)ccc2O)cc1	7	-7%	5%	-5%	7%	-6%	-15%	?	2%	?	-21%
Cc1cc(=O)n2[nH]c(-c3ccc(F)cc3)nc2n1	-7	-2%	-2%	2%	?	1%	-2%	?	-3%	4%	-1%
CCOc1cc(C(c2c(C)[nH][nH]c2=O)c2c(C)[nH][nH]c2=O)ccc1OS(=O)(=O)c1ccccc1	-3	-9%	5%	0%	?	0%	-17%[7.66 µM]	3%	-22%	2%	-1%
COc1ccc(NC(=O)c2nn(C)cc2[N+](=O)[O-])cc1	0	-3%	-20%	6%	-17%	1%	0%	?	11%	-14%	-3%
O=[N+]([O-])c1ccccc1S(=O)(=O)NCCc1ccncc1	29	0%	-4%	-23%	-20%	7%	-25%	5%	4%	2%	0%
COc1ccc(-c2cn3c(C)c(C(=O)Nc4cccc(C)n4)sc3n2)cc1	-18	-1%	15%	3%	?	.	1%	?	-5%[46.1 µM]	0%	-5%
CCOC(=O)c1cnc2ccc(OCC)cc2c1N1CCN(c2ccccc2OC)CC1	1	-5%	8%	-23%	?	.	-24%	15µM*	-26%	0%	-17%

Source: PubChem (National Center for Advancing Translational Sciences (NCATS))
